Screening data: PubChem, several laboratories
Yfh1-off respiration = enhancers of respiration in Yfh1-depleted yeast, dose response, Friedreich's ataxia, plus single-dose screen (AID 1465); fold induction at 50 µM, or EC50 in µM where a hit was titrated; S. cerevisiae Yfh1-off respiration, WST-1 reduction, 72 h; higher fold induction means a stronger effect; 220,000 tested, 0.074% active;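 active = fold induction of absorbance versus untreated yeast above a set limit, then at least 30% activation at any dose in follow-up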;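 also: activators that raise dye reduction in frataxin-depleted yeast; strong numbers were not always called active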
NOD1 inhibition = NOD1 signaling inhibitors, primary screen, cell-based, luminescence, uHTS (AID 1578); NOD1-driven NF-kB luciferase reporter cells, luminescence; higher % means a stronger effect; inhibition, % at 4 µM, or EC50 in µM where a hit was titrated; 290,000 tested, 1% active; in the data active = inhibition mostly above about 36%, no sharp cut-off; inactive = mostly below about 34%;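 also: HEK-293T reporter cells stimulated with the NOD1 agonist gamma-tri-DAP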
NOD2 inhibition = inhibition of NOD2-driven NF-kB reporter – cell-based, luminescence, uHTS, HEK293 (AID 1566); HEK293 NOD2/NF-kB luciferase reporter, luminescence; higher % means a stronger effect; inhibition, % at 4 µM; hits with a dose series show EC50 in µM; 290,000 tested, 0.63% active; in the data active = inhibition above about 50%; also: many of its hits are not listed in these tables
Dynein cargo inh = dynein cargo transport inhibition. 3617.4 mouse cells, GR-EGFP nuclear translocation imaging; test concentration mostly 20 µM; stimulated with dexamethasone, 1 µM; hits give low values. z-score, hits read low. 220,000 tested, 0.47% active;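 active = plate z-score of nuclear minus cytoplasmic receptor signal below a set negative limit, without overly bright fluorescence or cell loss, cut at about -3.5 in these data, passing the limit was not always enough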;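 also: z-score of nuclear minus cytoplasmic ring GR-EGFP intensity difference per well; some compounds called inactive have numbers as strong as hits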
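Also added: dexamethasone, 1.0 µM final. Medium: tet-free, stripped-serum medium. Detection: fixed, Hoechst-stained cells imaged at 10x for EGFP. Read-out: nuclear-to-cytoplasmic GR-EGFP distribution per well. Times: induction 48 h, compound 1 h, agonist 30 min.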
M17LAP inhibition = P. falciparum M17LAP inhibitors, primary screen, biochemical, fluorogenic H-Leu-NHMec substrate, 1536-well (AID 1619) | recombinant M17LAP, H-Leu-NHMec fluorogenic kinetic assay; higher % means a stronger effect | inhibition, % at 30 µM, or IC50 in µM where a hit was titrated | 220,000 tested, 0.38% active;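 active = compound inhibiting the enzyme by more than half at any dose during confirmatory dose-response retesting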;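 also: plate controls were full reaction with DMSO carrier for no effect and no enzyme background for full effect; strong numbers were not always called active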
MT stabilizer = microtubule stabilizers in HeLa cells. HeLa tubulin immunostaining HCS, 24 h; share of cells brighter than vehicle mean+2SD. % tubulin-high responders, % at 10 µM. 200,000 tested, 0.83% active;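 active = plate Z-score above 3 for both tubulin-high and condensed-nucleus cell shares, with cell loss under 80%, at 10 µM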;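 also: anti alpha tubulin signal scored within the nucleus-defined area of each cell; some results filed as inactive read as strong as hits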
Autophagy mod = autophagy modulation, high-content screen. MEF GFP-LC3 puncta imaging; test concentration mostly 10 µM. calls only at 10 µM (by protocol). AID 463193. 190,000 tested, 0.98% active;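 active = percentage of spot-positive cells more than 3 SD above its plate mean, without a fluorescence outlier flag or 80% toxicity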;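 also: spot-positive cell cutoff set from DMSO-treated cells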
Ins promoter up = MIN6 insulin promoter up-regulation. MIN6 insulin promoter-GFP reporter, high-content imaging; hits give high values. z-score at 5 µM. 190,000 tested, 0.3% active. AID 1625;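 active = z-score above 3 at 5 µM with at least 500 cells counted in the well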
b-catenin transl = modulators of beta-catenin nuclear translocation | HeLa beta-catenin nuclear translocation, immunofluorescence imaging | nuclear translocation activity, % at 5 µM | 190,000 tested, 0.3% active | AID 1665;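 active = nuclear translocation activity above 50% at 5 µM, with a well cell count of 50 or more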;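 also: per-cell ratio of nuclear to cytoplasmic median beta-catenin stain intensity; plate controls were DMSO negative control for no effect and GSK-3 inhibitor IX positive control for full effect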
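Read-out: Nuclear/cytoplasmic beta-catenin signal ratio, % activation | Assay system: Human HeLa cell line | Times: 24 h compound exposure at 37°C, 5% CO2 | Signal: Fluorescence imaging of beta-catenin antibody stain plus DAPI | Dosing: 5 µM primary, 0.02–20 µM confirmation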
Dynein cargo inh cytoplasmic EGFP = also measured in Dynein cargo inh; calls as there; z-score; measured here: cytoplasmic GR-EGFP intensity; hits give high values
Dynein cargo inh nuclear GR-EGFP = second read-out of Dynein cargo inh, no call of its own (marks repeat the call); z-score; measured here: nuclear GR-EGFP intensity;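 lower value marks the stronger effect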
Dynein cargo inh cell count = recorded beside Dynein cargo inh, whose call it bears; z-score; measured here: cell count per field
Ins promoter up cell count = second read-out of Ins promoter up, no call of its own (marks repeat the call); cell count; measured here: cytotoxicity, nuclei count;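 total cells summed across four imaged fields per well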
b-catenin transl cell count 5 µM = recorded beside b-catenin transl, whose call it bears; cell count; measured here: cell count, cytotoxicity flag
MT stabilizer Hoechst-high % = also measured in MT stabilizer; calls as there; % Hoechst-high responders; measured here: nuclear condensation Hoechst responders;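 share of cells brighter than vehicle mean plus two SD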
MT stabilizer cytotoxicity % = recorded beside MT stabilizer, whose call it bears; toxicity, %; measured here: cytotoxicity by cell density;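 0% = mean cell density of plate MIN control wells and 100% = no cells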
Autophagy mod cell loss 18 h = recorded beside Autophagy mod, whose call it bears; toxicity, %; measured here: cell loss, nuclei count;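 cell loss after 18 h compound exposure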
Starred values were filed as active, the others as inactive; i = inactive; x = not tested or not shown; + = active, no number. The list is partial. The share of hits here may be higher or lower than overall.

SMILES | Yfh1-off respiration | NOD1 inhibition | NOD2 inhibition | Dynein cargo inh | Dynein cargo inh cytoplasmic EGFP | Dynein cargo inh nuclear GR-EGFP | Dynein cargo inh cell count | M17LAP inhibition | MT stabilizer | MT stabilizer Hoechst-high % | MT stabilizer cytotoxicity % | Autophagy mod | Autophagy mod cell loss 18 h | Ins promoter up | Ins promoter up cell count | b-catenin transl | b-catenin transl cell count 5 µM
COC(=O)c1c(C)[nH]c(C(=O)OCC(=O)NC(C)(C)C)c1C | i | -24% | 18% | 0.22 | -0.25 | 0.4 | -0.48 | 4% | 1.6 | 1.1 | 1.9 | i | -11 | 0.91 | 1576 | 0.0 | 945
O=C(c1cnc2n(c1=O)CCS2)N1CCCc2ccccc21 | i | -20% | 11% | 0.55 | -0.23 | 0.19 | 0.19 | 11% | 4.0 | 3.2 | 8.0 | i | 3 | 0.37 | 1286 | -0.6 | 1141
Cc1ccc(-n2c([S-])c(C(=O)NC(C)c3ccccc3)[n+]3ccccc23)cc1 (stereo not given) | i | -40% | 7% | -0.19 | -0.18 | -0.49 | 0.99 | -5% | 2.0 | 1.6 | 2.6 | i | -7 | -2.5 | 1182 | -0.9 | 1082
Cc1nc2ccccc2c2c1C(=O)N(Cc1cccnc1)C2=O | i | -2% | 11% | -0.35 | -0.14 | -0.34 | 0.4 | -2% | 1.0 | 0.9 | 9.2 | i | -4 | -0.09 | 908 | -2.9 | 1123
Cc1ccccc1NCC(=O)N/N=C\c1ccc([N+](=O)[O-])s1 | i | 14% | 26% | -0.72 | -0.18 | -0.27 | 0.53 | 8% | 2.4 | 2.7 | 1.4 | i | 2 | x | x | x | x
Cc1nc(Nc2cccc(C(C)O)c2)c2nnn(Cc3ccc(F)cc3)c2n1 (stereo not given) | i | 1% | 28% | 0.93 | -0.23 | 0.45 | -0.084 | 18% | 2.2 | 1.1 | 9.6 | i | 1 | 0.41 | 1400 | 0.4 | 1578
C=CCn1c(SCC(=O)c2c(N)n(CCC)c(=O)n(C)c2=O)nnc1-c1ccncc1 | i | -27% | 15% | -0.55 | 0.077 | 0.05 | 0.82 | 6% | 3.8 | 2.1 | 12 | i | 2 | -0.6 | 1282 | -2.2 | 1070
CCC(=O)N1CCN(CCN=CC2=C(O)CC(c3ccc(OC)cc3)CC2=O)CC1 (stereo not given) | i | -18% | 10% | -0.38 | -0.17 | 0.74 | -0.65 | -1% | 3.3 | 3.2 | 6.2 | i | 11 | x | x | 1.6 | 963
O=c1/c(=C\c2ccc3c(c2)OCO3)sc2n1CCCN=2 | i | -53% | -70% | -0.35 | -0.31 | -0.015 | -0.11 | 4% | 3.3 | 2.5 | 0.3 | i | -10 | 0.33 | 1177 | -5.1 | 958
CC(C)CNC(=O)c1ccccc1NC(=O)c1ccccc1N(C)S(=O)(=O)c1ccccc1 | i | -13% | 2% | -0.87 | -0.28 | -0.41 | 1 | -11% | 2.7 | 2.5 | 5.2 | i | -5 | -0.5 | 1550 | -0.4 | 1147
COc1ccc(-n2nnnc2SCC(=O)NNC(=O)c2ccc([N+](=O)[O-])cc2)cc1 | i | -13% | 12% | -0.47 | -0.22 | -0.5 | 0.39 | 15% | 3.0 | 3.0 | 6.5 | i | 12 | -0.51 | 1492 | 0.6 | 1126
Cc1cc(NC(=O)CSc2nnc(-c3ccc(Cl)s3)o2)no1 | i | -15% | 4% | 0.046 | -0.21 | -0.016 | 0.18 | 11% | 3.2 | 2.7 | 0.3 | i | -2 | 0.53 | 1496 | -3.0 | 880
CNC(=S)N(Cc1ccc(OC)cc1)C1CC(=O)N(c2ccc(Cl)cc2)C1=O (stereo not given) | x | 26% | -12% | 0.58 | -0.21 | -0.45 | -0.073 | 16% | 3.2 | 3.3 | 10 | i | -35 | x | x | x | x
CCOC(=O)N1CCC(NC(=O)CSCc2nc(-c3sccc3C)oc2C)CC1 | i | 5% | 12% | -0.29 | -0.26 | -0.017 | 0.28 | 12% | 3.6 | 4.8 | 7.5 | i | 10 | -0.22 | 933 | x | x
Cc1ccc(Cl)cc1-c1ccc(C=Nc2ccc(N3CCOCC3)cc2)o1 | i | 1% | 18% | 0.31 | 0.18 | 0.36 | -0.53 | 1% | 1.0 | 1.3 | 10 | i | 22 | 0.48 | 1313 | x | x
C#CC(C)(CC)NC(=O)c1cc2nc(C3CC3)cc(C(F)(F)F)n2n1 (stereo not given) | i | -9% | 8% | 1.1 | -0.18 | 0.87 | -0.39 | -10% | 2.1 | 1.8 | 10 | i | -8 | -0.35 | 1288 | -0.2 | 1060
CC(C)(C)c1nnc2sc(SCC(=O)c3ccccc3)nn2c1=O | i | -16% | -9% | -0.59 | -0.076 | 0.24 | 0.69 | 11% | 3.6 | 1.6 | 4.5 | i | 4 | 0.83 | 1324 | -1.6 | 1094
CC1CCN(c2ccc(C(=O)NCCc3ccccc3)cn2)CC1 | i | -51% | -39% | 0.28 | -0.23 | 0.42 | 0.5 | 1% | 3.5 | 2.5 | 4.1 | i | -6 | -0.7 | 1236 | -4.7 | 1002
Cc1ccc(C)c(NCc2ccccc2CO)c1 | i | 6% | 20% | 2.1 | -0.055 | 2 | -1.8 | -17% | 3.1 | 2.2 | 16 | i | -4 | -0.06 | 1498 | -1.7 | 1050
CCOC(=O)C1(Cc2cccc(F)c2)CCN(Cc2ccc(COC)o2)CC1 | i | -6% | 20% | -0.94 | -0.23 | -0.074 | 1 | 7% | x | x | x | x | x | -0.16 | 1094 | 0.6 | 1348
O=C(CCNC(=O)c1ccccc1)Nc1cccnc1 | i | 4% | 8% | -0.58 | -0.28 | -0.31 | 0.6 | -7% | 2.3 | 2.0 | 7.7 | i | 15 | x | x | -1.6 | 1051
COC(=O)c1ccc(C(=O)O)nc1 | i | -5% | 3% | 0.39 | -0.15 | 0.12 | -0.051 | -2% | x | x | x | x | x | 0.36 | 1316 | 1.1 | 1196
Clc1ccccc1Cn1nnc2c(NCCN3CCOCC3)ncnc21 | i | -19% | -14% | -1 | 0.17 | 0.3 | 0.74 | 4% | 3.3 | 3.3 | 7.1 | i | 6 | -0.03 | 1720 | 0.5 | 1020
CCCCOc1ccccc1-c1cc(C(=O)O)[nH]n1 | i | -12% | 7% | -0.39 | -0.22 | 0.063 | 0.2 | -1% | 6.0 | 4.5 | 5.9 | i | -9 | -0.71 | 1292 | 0.3 | 856
CNS(=O)(=O)c1cc(C(=O)OCC(=O)NC2CCCc3ccccc32)ccc1Cl (stereo not given) | i | -23% | -6% | -0.64 | -0.3 | -0.53 | 0.27 | -6% | 4.3 | 4.1 | 7.8 | i | 4 | 1.1 | 1304 | -1.4 | 974
N#Cc1c(-c2ccco2)ccn(Cc2cccc(F)c2)c1=O | i | -4% | 22% | 0.36 | -0.22 | -0.16 | -0.001 | 7% | 2.2 | 1.8 | 2.7 | i | 12 | 2.4 | 1035 | 1.9 | 1074
O=C1N(S(=O)(=O)c2ccccc2F)C(=O)C2(CCCC2)N1S(=O)(=O)c1ccccc1F | i | -9% | -3% | 0.27 | -0.27 | 0.99 | -0.27 | -2% | 2.7 | 2.4 | 4.3 | i | 7 | 1.4 | 1413 | -3.8 | 901
CN1CCN(C(=O)CN(c2ccccc2)S(=O)(=O)N(C)C)CC1 | i | -30% | -9% | 0.38 | -0.15 | 0.3 | 0.29 | -6% | 2.7 | 1.7 | 7.4 | i | -14 | -0.63 | 1715 | -2.7 | 1005
COc1ccccc1/C=[N+](\[O-])C1SC(=S)N(C)C1(C)C (stereo not given) | i | 4% | 18% | 0.18 | -0.21 | 0.51 | 0.084 | 14% | x | x | x | x | x | -0.08 | 1078 | 0.9 | 1296
CC1CCc2c(sc3ncn(CC(=O)N4CCCCC4)c(=O)c23)C1 (stereo not given) | i | -43% | 5% | -1.1 | -0.36 | -0.94 | 2 | 27% | 3.3 | 1.1 | 6.7 | i | 5 | -1.2 | 1452 | -2.0 | 1083
CCCN(CCC)C(=S)NC(=O)c1ccc(-c2ccccc2)cc1 | i | 53%* | -1% | -0.35 | -0.23 | -0.36 | 0.45 | -1% | 4.2 | 1.3 | 4.6 | i | 5 | 0.42 | 1663 | -4.9 | 1070
CSCCC(NC(=O)c1ccccc1)c1nc(-c2ccccc2)no1 (stereo not given) | i | 12% | 10% | -0.6 | -0.094 | -0.092 | 0.11 | 6% | 7.0 | 3.2 | 2.1 | i | 6 | 0.28 | 1211 | 0.5 | 1160
Cc1ccc(NC(=O)CCl)cc1S(=O)(=O)N1CCCCCC1 | i | 30% | -5% | -4.1* | 0.81* | -2.3* | 0.43* | -6% | 9.4 | 10 | 26 | + | 52* | 0.01 | 597 | 9.5 | 816
CCCOc1ccc2[nH]cc(C(=O)O)c(=O)c2c1 | i | 2% | 20% | 1 | -0.19 | 1.1 | -0.79 | -9% | 3.0 | 2.5 | 14 | i | -6 | -0.51 | 969 | -0.6 | 1189
